Compound activity (PubChem)
AmpC detergent: qHTS Inhibitors of AmpC Beta-Lactamase (assay with detergent); AmpC hydrolysis of nitrocefin, absorbance 480 nm, 0.01% Triton; Potency, µM (series often up to 114 µM), without a hit: at the highest dose activity change, negative = inhibition, most hits filed as inhibitors; actives 0.041% (n = 370,000);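 also: potency is read from the fitted curve at half-maximal effect; 0% = no-compound wells and -100% = no-enzyme wells; nearly all actives have a fitted effect of over 25% in size; some results filed as inactive show a strong effect at the top dose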
Target sequence (P00811 whole entry, looked up): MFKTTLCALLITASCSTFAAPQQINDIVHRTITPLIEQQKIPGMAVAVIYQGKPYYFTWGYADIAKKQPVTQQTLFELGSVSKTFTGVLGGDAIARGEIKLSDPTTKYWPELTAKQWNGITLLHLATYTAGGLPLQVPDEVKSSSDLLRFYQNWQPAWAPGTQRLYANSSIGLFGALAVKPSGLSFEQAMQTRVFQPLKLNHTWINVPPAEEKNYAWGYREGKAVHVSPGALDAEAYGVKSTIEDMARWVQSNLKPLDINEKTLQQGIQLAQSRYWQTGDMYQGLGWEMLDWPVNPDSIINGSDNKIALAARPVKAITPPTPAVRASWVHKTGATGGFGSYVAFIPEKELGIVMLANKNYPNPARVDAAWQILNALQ
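20 mM phosphate pH 7.0 + 0.01% (detergent screen) or 0.0001% Triton X-100; 5.3 nM AmpC reagent; cpd preinc 15 min RT; nitrocefin (800 uM stock) to start; A480 q20 s × 4 min; Activity was normalised to no-enzyme and no-compound control wells.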
AmpC no deterg: qHTS Inhibitors of AmpC Beta-Lactamase (assay without detergent) | AmpC nitrocefin hydrolysis, absorbance 480 nm, 0.0001% Triton | Potency, µM (series often up to 57.1 µM), without a hit: at the highest dose activity change, negative = inhibition, actives largely listed as inhibitors | actives 0.52% (n = 330,000) | AID 485341, 2010;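 also: potency is read from the fitted curve at half-maximal effect; plate controls were no compound for no effect and no enzyme for full effect; nearly all actives have a fitted effect of over 20% in size; some results filed as inactive show a strong effect at the top dose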
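AmpC (5.3 nM in the dispensed reagent) in 20 mM phosphate pH 7.0 with 0.01% (detergent screen) or 0.0001% Triton X-100 was preincubated with compounds for 15 min at room temperature. Nitrocefin was then added from an 800 uM solution, and hydrolysis was followed at 480 nm.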
TbPYK inhibitor: qHTS of Trypanosoma Brucei Inhibitors; pyruvate kinase (Trypanosoma brucei), Q57TT1; TbPYK enzyme, Kinase-Glo Plus ATP luminescence, 45 min; AID 624173, 2012; actives 0.12% (n = 410,000); Potency, µM (titrated, usually from 76.8 µM), inactives show at the top dose activity, negative = inhibition, usual class: inhibitors; also: potency is read from the fitted curve at half-maximal effect; nearly all actives have a fitted effect of over 50% in size
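T. brucei PYK with substrate was exposed to pin-transferred compounds across a concentration series, then started with 130 uM ADP (final). After 45 min at room temperature, Kinase-Glo Plus luminescence was read, normalized and curve-fitted.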
LmPK inh: qHTS Assay for Inhibitors of Leishmania Mexicana Pyruvate Kinase (LmPK). Q27686. purified LmPK, Kinase-Glo ATP luminescence, 1 h. Potency, µM (titrated, usually from 57.5 µM), without a hit: at the highest dose activity change, negative = inhibition, most hits filed as inhibitors. actives 0.37% (n = 290,000); also: potency is read from the fitted curve at half-maximal effect
Target sequence (Q27686 whole entry, looked up): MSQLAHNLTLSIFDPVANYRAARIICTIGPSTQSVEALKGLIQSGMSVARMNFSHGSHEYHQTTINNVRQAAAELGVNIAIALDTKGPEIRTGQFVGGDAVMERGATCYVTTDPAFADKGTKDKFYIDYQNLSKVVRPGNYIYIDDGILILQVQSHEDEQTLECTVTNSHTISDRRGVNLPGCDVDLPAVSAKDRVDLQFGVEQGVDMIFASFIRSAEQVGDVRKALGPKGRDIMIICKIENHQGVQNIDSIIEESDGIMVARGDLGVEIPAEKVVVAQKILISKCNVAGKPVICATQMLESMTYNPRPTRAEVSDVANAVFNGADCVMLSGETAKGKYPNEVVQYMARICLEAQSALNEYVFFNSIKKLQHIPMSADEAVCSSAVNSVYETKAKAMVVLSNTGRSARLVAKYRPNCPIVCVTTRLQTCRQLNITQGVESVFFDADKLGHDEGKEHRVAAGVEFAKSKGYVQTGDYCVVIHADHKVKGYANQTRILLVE
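0.1 nM LmPK, 0.5 mM PEP, 0.1 mM ADP; 50 mM imidazole pH 7.2, 7 mM MgCl2, 50 mM KCl; 1 h RT. Kinase-Glo luminescence readout, normalized to no-enzyme (full inhibition) and uninhibited wells.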
AMA1-RON2 inh: qHTS for Inhibitors of AMA1-RON; Towards Development of Antimalarial Drug Lead: Primary Screen; Plasmodium falciparum AMA1 (3D7) - RON2 peptide interaction; AlphaScreen AMA1-biotinylated RON2 peptide binding; Potency, µM (top dose mostly 58.2 µM), inactives show top-dose activity change, negative = inhibition, hits mostly inhibitors; actives 0.2% (n = 360,000);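 also: potency is read from the fitted curve at half-maximal effect; 0% = vehicle wells and -100% = peptide control; nearly all actives have a fitted effect of over 45% in size; some results filed as inactive show a strong effect at the top dose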
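AMA1 (3D7) with his tag at 25 nM final met compounds first, then biotinylated RON2 peptide at 25 nM; detection used donor plus acceptor beads, 10 µg/mL apiece, read by AlphaScreen after 30 min at room temperature.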
Sm TGR inh: qHTS Assay for the Inhibitors of Schistosoma Mansoni Peroxiredoxins. purified TGR, DTNB reduction, TNB absorbance 405 nm. Potency, µM (titrated, usually from 114 µM), for the others: top-dose activity change, negative = inhibition, most hits filed as inhibitors. AID 485364, 2010. actives 3% (n = 360,000). Schistosoma mansoni thioredoxin glutathione reductase (TGR), Q962Y6; also: potency is read from the fitted curve at half-maximal effect; nearly all actives have a fitted effect of over 60% in size
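Kinetic colorimetric format: TGR-catalysed, NADPH-driven DTNB reduction monitored via TNB absorbance. Enzyme dispensed at 20 nM; compound exposure 15 min at room temperature before reaction start.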
HCMV antiviral: qHTS Assay for inhibitors of the human cytomegalovirus (HCMV); HFF cells, HCMV-luciferase reporter, 72 h; active compounds read low; activity change, negative = inhibition, % at 57.5 µM; actives 4.5% (n = 410,000); AID 1259415, 2018; in the data active = activity change below about -60%; inconclusive = no clear call, values can overlap the other calls; inactive = above about -39%
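HFF cells seeded 16 h at 37C, treated with compounds, infected with luciferase-reporter HCMV at MOI 1 PFU/cell; luciferase read at 72 h post infection, normalized to buffer-only and Salinomycin controls.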
An asterisk follows results filed as active; ? = inconclusive; · = not tested or not shown; [ ] = another dose, or the depositor's remark. Unless noted, calls follow the shape of the dose curve; as a rule, active = well fitted curve in the direction sought with a large enough effect; inconclusive = small, poorly fitted or top-dose-only effect, or another doubt; inactive = no such curve, though single readings can be large; an effect the other way counts as inactive or inconclusive. Unless noted, % is scaled to controls: 0 for no effect and ±100 for the full control effect.

SMILES	AmpC detergent	AmpC no deterg	TbPYK inhibitor	LmPK inh	AMA1-RON2 inh	Sm TGR inh	HCMV antiviral
Cc1c2cnn(CC(=O)NCc3ccccn3)c(=O)c2c(C)n1Cc1ccccc1	-9%	-7%	6%	-10%	16%	5%	?
CCOC(=O)c1ccc(NC(=O)Cn2nc(SC)c(S(=O)(=O)c3ccc(Cl)cc3)c2N)cc1	24%	·	1%	·	·	8%	-104*
Cc1cc(C)cc(OCC(=O)OCC(=O)NCc2cccs2)c1	-2%	-14%	4%	-1%	41%[activator]	-13%	-11
CCOC(=O)C1CCN(CC(O)COc2ccc(C(=O)CC)cc2)CC1 (stereo unspecified)	0%	-6%	7%	-7%	15%	0%	41
COC(=O)CC1SCCNC1=O (stereo unspecified)	-5%	-12%	-8%	0%	-1%	-9%	-15
NS(=O)(=O)c1ccc(CCNC(=O)C2CCN(S(=O)(=O)c3cccc4cccnc34)CC2)cc1	?	-17%	0%	-7%	1%	-21%	·
CC1=CC(=O)OC1Cc1ccncc1 (stereo unspecified)	-14%	13%	-4%	6%	8%	-14%	27
COC(=O)N1C(=O)[C@](c2ccccc2)(C2CCCC2)N1C(=O)OC	8%	33%	-13%	0%	-3%	20µM*	132
O=C(CCC1CCCN(C(=O)c2ccc(F)c(F)c2)C1)N1CCN(c2ccccn2)CC1 (stereo unspecified)	4%	73%[activator]	3%	-8%	-8%	0%	-30
Cc1ccc(C(=O)/C=C/Nc2ccc(S(=O)(=O)Nc3cc(C)nc(C)n3)cc2)cc1	0%	30%	-3%	5%	2%	-43%	-21
CCOc1ccccc1NC(=O)c1ccc2c(c1)CCCN2S(C)(=O)=O	19%	·	-7%	·	·	2%	-15
COc1cc(C(=O)Nc2nccs2)ccc1OCc1c(C)noc1C	-16%	-17%	-3%	2%	20%	0%	18

A stretch taken from the entries so far, for reference:
SMILES	AmpC detergent	AmpC no deterg	TbPYK inhibitor	LmPK inh	AMA1-RON2 inh	Sm TGR inh	HCMV antiviral
CC1=CC(=O)OC1Cc1ccncc1 (stereo unspecified)	-14%	13%	-4%	6%	8%	-14%	27
COC(=O)N1C(=O)[C@](c2ccccc2)(C2CCCC2)N1C(=O)OC	8%	33%	-13%	0%	-3%	20µM*	132
O=C(CCC1CCCN(C(=O)c2ccc(F)c(F)c2)C1)N1CCN(c2ccccn2)CC1 (stereo unspecified)	4%	73%[activator]	3%	-8%	-8%	0%	-30
Cc1ccc(C(=O)/C=C/Nc2ccc(S(=O)(=O)Nc3cc(C)nc(C)n3)cc2)cc1	0%	30%	-3%	5%	2%	-43%	-21
CCOc1ccccc1NC(=O)c1ccc2c(c1)CCCN2S(C)(=O)=O	19%	·	-7%	·	·	2%	-15
COc1cc(C(=O)Nc2nccs2)ccc1OCc1c(C)noc1C	-16%	-17%	-3%	2%	20%	0%	18

(list continues)
SMILES	AmpC detergent	AmpC no deterg	TbPYK inhibitor	LmPK inh	AMA1-RON2 inh	Sm TGR inh	HCMV antiviral
COc1ccccc1-c1cc(NC=O)c2ncc(-c3ccc(S(C)(=O)=O)cc3)n2c1	·	·	-4%	·	17%	·	284
CCOC(=O)c1ccc(NC(=O)NNC(=O)CCc2ccc(OC)cc2)cc1	-3%	-13%	2%	5%	103%[activator]	-27%	-7
C=CCc1cccc(OC)c1OCCOCCNCCO	2%	-3%	46%[activator]	-7%	-2%	1%	53
Brc1ccc(N=Nc2ccc3ccccc3n2)cc1	3%	-9%	?	6.3µM*	?	11%	?
CCc1ccc(N(CC(=O)Nc2ccc(OC)cc2OC)S(C)(=O)=O)cc1	?	21%	-5%	2%	1%	1%	17
COc1ccc(C)cc1NC(=O)COC(=O)CCC(=O)c1cccs1	?	-14%	0%	·	-2%	-13%	5
Cc1nn(-c2ccccc2)c(C)c1/C=C1\C(=O)N(C)C(=S)N1C	-3%	0%[11.4 µM]	8%	3%	-12%	-6%	4
Cc1ccccc1NC(=O)c1ccc(CN2CC(=O)N3CCCCC3C2=O)cc1 (stereo unspecified)	-10%	-1%	7%	-5%	-1%	-23%	41
COc1ccc(C(C)=O)cc1CN1C(=O)NC2(CCCCC2)C1=O	-5%	-10%	-4%	-3%	-5%	1%	36
O=C(CN(C1CCCCC1)S(=O)(=O)c1ccccc1)NCC1CCCO1 (stereo unspecified)	?	12%	3%	-4%	24%	-10%	-7
CC(C)(C)OC(=O)CN1C(=O)S/C(=C\c2ccc(-c3cccc(C(=O)O)c3)o2)C1=O	-9%	-23%	·	16%	·	28%	·
Cc1sc2nc(SCC(=O)NCc3ccco3)n(CCc3ccccc3)c(=O)c2c1C	?	-44%	-8%	0%	9%	-5%	-68*
Cc1ccc(NC(=O)c2c(NC(=O)C(F)(F)F)sc3c2CCCCC3)cc1	-1%	·	-4%	·	·	-6%	-100*
O=C(O)CSc1nc(-c2ccccc2)nc2c1CCCC2	-7%	-11%	2%	-3%	-11%	3%	15
COCCc1nnc(NC(=O)C23CC4CC(CC(C4)C2)C3)s1	-10%	-12%	3%	-2%	2%	-7%	127
Cc1ccccc1NC(=O)c1c(-c2ccccc2)noc1C	?	-20%	5%	-2%	1%	1%	-1
CCCCC(=O)Nc1ccc(NC(=O)c2ccc(C)c([N+](=O)[O-])c2)cc1OC	3%	-17%	6%	-2%	-17%	4%	58
NC(=O)c1cc2cc(Br)ccc2o/c1=N/NC(=O)c1cccc(F)c1	-1%	-14%	4%	-7%	38%[activator]	-10%	31
COc1ccc(NC(=O)CSc2ccccc2)cc1S(=O)(=O)N1CCOCC1	-6%	-13%	-4%	-1%	-7%	2%	4
CC1(C(=O)OCC(=O)Nc2ccccc2)CC1(Cl)Cl (stereo unspecified)	3%	-32%	3%	0%	2%	2%	-5
O=[N+]([O-])c1ccc(N/N=C/c2sc(N3CCOCC3)nc2-c2ccccc2)c(S(=O)(=O)Nc2ccccc2Cl)c1	1%	-24%	-1%	-20%	-13%	0%	?
COC(=O)COc1c(Cl)cc(C(c2c(C)[nH][nH]c2=O)c2c(C)[nH][nH]c2=O)cc1OC	-2%	-8%	2%	-1%	0%	-19%	?
Cc1ccc(S(=O)(=O)c2nc(-c3ccco3)oc2SC(C)c2ccccc2)cc1 (stereo unspecified)	-2%	·	4%	·	·	?	-32
Cc1ccc(CN(Cc2ccco2)C(=O)c2oc3c(C)c(C)ccc3c2C)cc1	16%	·	0%	·	·	?	5
CCOC(=O)c1cc(S(=O)(=O)Nc2ccc(F)cc2F)cn1C	1%	-4%	-7%	0%	-2%	-25%	-29
COc1cc(OC)nc(S(C)(=O)=O)n1	?	-7%	-1%	2%	4%	-33%	-13
CC(C)CCc1noc(CN(CC2CCC2)CC2CCCO2)n1 (stereo unspecified)	0%	7%	4%	-3%	-6%	2%	-36
O=C(COC(=O)c1ccc(S(=O)(=O)NCc2ccco2)cc1)NCc1ccc(F)cc1	?	-39%	-2%	·	18%	-27%	3
CCCCNC(=O)C[C@@H]1C[C@@]2(C(=O)OC)CCCCC=C2N(Cc2cccc3ccccc23)C1=O	·	·	-7%	·	-7%	·	-16
CC(C)(C)NC(=O)c1ccc(NC(=O)c2ccccc2-c2ccccc2C(=O)O)cc1	-8%	-14%	1%	-6%	-5%	22%	57
COc1ccc(-c2cc(C(=O)N(C)Cc3cccc(OC)c3OC)c3ccccc3n2)cc1OC	5%	144%[activator]	0%	-3%	-7%	-6%	38
C/C(=N\Nc1cc(C)nc(-c2ccccc2O)n1)c1ccccc1	7%	6%	-8%	7%	33%[activator]	·	?
O=C1NCCCC1C(=O)N/N=C/c1cccc([N+](=O)[O-])c1 (stereo unspecified)	1%	-6%	6%	5%	-18%	-3%	-7
O=C(CCn1c(=S)oc2ccccc21)Nc1cccc(O)c1	?	?	0%	9%	9%	0%	-33
COc1cc(OC)c(OC)cc1CN1CCSCC1	-27%	-13%	35%[activator]	-7%	-7%	0%	-8
Cc1ccc(NC(=O)c2cc([N+](=O)[O-])ccc2NCc2cccnc2)cc1	4%	-29%	3%	1%	-24%	8%	38
CCCc1nnc(NC(=O)CCC(=O)N2CCN(Cc3ccc(OC)c(F)c3)CC2)s1	-1%	136%[activator]	14%	6%	0%	-2%	-76*
O=C(COC(=O)c1cnccn1)Nc1cccc2ccccc12	-9%	-13%	1%	2%	-4%	-1%	-2
CCOC(=O)c1c(CSc2ccccc2)oc2cc(Br)c(O)c(CN(C)C)c12	0%	134%[activator]	-20%	1%	7%	-20%	0
COc1cccc(-c2nc(=S)c3c(n2CCCO)CCCC3)c1	-20%	-18%	-2%	-2%	0%	?	-35
Cc1onc(-c2ccccc2Cl)c1C(=O)N(Cc1nc(-c2ccccc2)no1)C1CCCCC1	7%	36%	0%	3%	-7%	7%	-27
COc1cccc(-n2cc(C(=O)NCCCOC(C)C)c3ccccc3c2=O)c1	2%	11%	7%	1%	-7%	6%	-37
COc1ccc(N2CCN(C(=O)CN3C(=O)c4ccccc4S3(=O)=O)CC2)cc1	-2%	-9%	-11%	-9%	16%	-30%	0
O=C(CSCc1ccc(Br)cc1)NCCc1ccccc1	?	-11%	1%	-4%	12%	8%	-8
O=C(NC1CCN(Cc2ccccc2)CC1)c1ccccc1OCc1ccccc1Cl	2%	69%[activator]	2%	5%	-26%	9%	-63*
O=C(NCCN1CCCCC1)Nc1ccc(Cl)cc1	?	-16%	-1%	0%	2%	-13%	-8
COc1cccc(NC(=O)c2ccccc2Br)c1	-20%	-10%	4%	-1%	-3%	-24%	65
CC(CNS(=O)(=O)c1ccc(Br)cc1)CN(C)C (stereo unspecified)	3%	-16%	-15%	-1%	4%	9%	0
CCc1noc(C)c1C(=O)NNC(=O)c1ccc(F)cc1	7%	-16%	-3%	·	?	8%	-8
COc1ccc(CCC(=O)Nc2ccc3c(c2)OCO3)cc1OC	-2%	-16%	4%	-4%	8%	-4%	-31
COc1cccc(OC)c1C(=O)Nc1ccc(C)cc1C(=O)c1ccccc1	?	-2%	-4%	-1%	0%[2.32 µM]	0%	?
FC(F)(F)c1cccc(CON=C2CCN(c3ncc(C(F)(F)F)cc3Cl)CC2)c1	-8%	-20%	5%	-3%	22%	15%	-29
